Anesthetic bind – qHTS Assay for Identification of Novel General Anesthetics; apoferritin/1-aminoanthracene competitive binding, fluorescence; 0.074% of 350,000 active; Potency, µM (highest dose often 77.5 µM), for the others: at the highest dose activity change, negative = displacement, usual class: inhibitors; Ferritin light chain (Equus caballus), P02791; AID 485281, 2010; also: potency is read from the fitted curve at half-maximal effect; % is scaled to controls: 0 for no effect and ±100 for the full control effect; nearly all actives have a fitted effect of over 20% in size
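In PBS, apoferritin at 10 uM is loaded with 1-AMA from a 50% saturated solution. After 10 min of compound exposure at ambient temperature, reduced 535 nm fluorescence indicates probe displacement.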
LDHA inh – qHTS assay for inhibitors of human lactate dehydrogenase | L-lactate dehydrogenase A chain (Homo sapiens), P00338 | purified LDHA, NADH/diaphorase-resazurin fluorescence; active compounds read low | activity change, % (values are at about 110 or 230 µM) | 0.15% of 480,000 active | AID 1347041, 2019; in the data active = activity change below about -30%; inconclusive = mostly about -25% to -30%;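 also: plate controls were DMSO wells for no effect and wells without enzyme for full effect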
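Human LDH5 at 2 nM final in Tris HCl pH 7.4 with 0.06 mM NADH and 0.2 mM pyruvate, reacted 5 minutes at room temperature. Remaining NADH coupled via diaphorase/resazurin; resorufin fluorescence read at 0 and 20 minutes, normalized to enzyme-free and DMSO wells.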
POLK inh – qHTS for Inhibitors of Polymerase Kappa. purified Pol kappa, fluorescent DNA synthesis assay, 10 min. 0.53% of 400,000 active. Potency, µM (top dose mostly 107 µM), inactives show at the highest dose activity, negative = inhibition, hits mostly inhibitors. DNA polymerase kappa (Homo sapiens), Q9UBT6; also: potency is read from the fitted curve at half-maximal effect; % is scaled to controls: 0 for no effect and ±100 for the full control effect
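Fluorescent qHTS in 1536-well format: enzyme (10 nM) and compound sat 15 min at room temperature before 50 nM substrate (final) was added. Signal taken at 0 and 10 min; no-enzyme buffer wells were negative controls.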
APE1 inh – qHTS Assay for Inhibitors of the Human Apurinic/apyrimidinic Endonuclease 1 (APE1) | DNA repair nuclease/redox regulator APEX1 (Homo sapiens), P27695 | recombinant APE1, TAMRA/BHQ-2 abasic DNA cleavage fluorescence | Potency, µM (titrated, usually from 65.8 µM), for the others: at the highest dose activity change, negative = inhibition, most hits filed as inhibitors | 0.35% of 350,000 active | AID 2517, 2012;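 also: potency is read from the fitted curve at half-maximal effect; plate controls were vehicle for no effect and reference inhibitor for full effect; nearly all actives have a fitted effect of over 55% in size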
Target sequence (P27695 whole entry, looked up): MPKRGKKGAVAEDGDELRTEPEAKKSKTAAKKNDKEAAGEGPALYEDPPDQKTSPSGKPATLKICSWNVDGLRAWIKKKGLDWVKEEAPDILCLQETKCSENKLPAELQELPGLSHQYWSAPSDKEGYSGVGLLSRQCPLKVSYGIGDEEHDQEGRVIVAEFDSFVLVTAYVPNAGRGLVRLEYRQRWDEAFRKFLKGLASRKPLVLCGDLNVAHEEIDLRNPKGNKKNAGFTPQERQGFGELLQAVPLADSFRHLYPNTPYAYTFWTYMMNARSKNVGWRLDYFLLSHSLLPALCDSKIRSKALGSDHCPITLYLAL
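Incision of a quenched TAMRA/BHQ-2 THF abasic-site duplex (50 nM) by 0.75 nM APE1, after 15 min compound preincubation, measured as fluorescence increase over three 60 s reads. Values normalized to buffer, DMSO and NSC13755 control wells.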
POLB inh – qHTS Assay for Inhibitors of DNA Polymerase Beta; P06746; Pol beta primer extension/strand displacement, fluorescence kinetic; Potency, µM (series often up to 114 µM), without a hit: at the highest dose activity change, negative = inhibition, most hits filed as inhibitors; 1.3% of 340,000 active; also: potency is read from the fitted curve at half-maximal effect; % is scaled to controls: 0 for no effect and ±100 for the full control effect
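Curves were derived by four-parameter Hill fits of normalized qHTS data. The kinetic fluorescent primer-extension read was taken at 0 and 10 min after 50 nM substrate, following a 15 min room-temperature preincubation of 10 nM enzyme with compounds.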
BLM inh – qHTS Assay for Inhibitors of Bloom's syndrome helicase (BLM); RecQ-like DNA helicase BLM (Homo sapiens), P54132; recombinant BLM DNA unwinding, fluorescence dequenching; Potency, µM (series often up to 56.1 µM), without a hit: at the highest dose activity change, negative = inhibition, hits mostly inhibitors; 0.2% of 350,000 active;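 also: potency is read from the fitted curve at half-maximal effect; plate controls were vehicle for no effect and no enzyme for full effect; nearly all actives have a fitted effect of over 35% in size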
Pol iota inh – qHTS for Inhibitors of Polymerase Iota; 1% of 390,000 active; Potency, µM (highest dose often 115 µM), for the others: top-dose activity, negative = inhibition, usual class: inhibitors; DNA polymerase iota (Homo sapiens), Q9UNA4; Pol iota fluorescent replication assay, 10 min; also: potency is read from the fitted curve at half-maximal effect
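Fluorescent replication assay read twice, at 0 min and 10 min after adding 50 nM (final) substrate. Enzyme (10 nM) and compounds were first incubated 15 min at room temperature; enzyme-free buffer wells were negative controls.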
Pol eta inh – qHTS for Inhibitors of Polymerase Eta. AID 588591, 2011. DNA polymerase eta (Homo sapiens), Q9Y253. 1.2% of 390,000 active. Potency, µM (series often up to 114 µM), for inactives: at the highest dose activity change, negative = inhibition, most hits filed as inhibitors. recombinant Pol eta, fluorescent DNA replication assay; also: potency is read from the fitted curve at half-maximal effect; % is scaled to controls: 0 for no effect and ±100 for the full control effect
Target sequence (Q9Y253 whole entry, looked up): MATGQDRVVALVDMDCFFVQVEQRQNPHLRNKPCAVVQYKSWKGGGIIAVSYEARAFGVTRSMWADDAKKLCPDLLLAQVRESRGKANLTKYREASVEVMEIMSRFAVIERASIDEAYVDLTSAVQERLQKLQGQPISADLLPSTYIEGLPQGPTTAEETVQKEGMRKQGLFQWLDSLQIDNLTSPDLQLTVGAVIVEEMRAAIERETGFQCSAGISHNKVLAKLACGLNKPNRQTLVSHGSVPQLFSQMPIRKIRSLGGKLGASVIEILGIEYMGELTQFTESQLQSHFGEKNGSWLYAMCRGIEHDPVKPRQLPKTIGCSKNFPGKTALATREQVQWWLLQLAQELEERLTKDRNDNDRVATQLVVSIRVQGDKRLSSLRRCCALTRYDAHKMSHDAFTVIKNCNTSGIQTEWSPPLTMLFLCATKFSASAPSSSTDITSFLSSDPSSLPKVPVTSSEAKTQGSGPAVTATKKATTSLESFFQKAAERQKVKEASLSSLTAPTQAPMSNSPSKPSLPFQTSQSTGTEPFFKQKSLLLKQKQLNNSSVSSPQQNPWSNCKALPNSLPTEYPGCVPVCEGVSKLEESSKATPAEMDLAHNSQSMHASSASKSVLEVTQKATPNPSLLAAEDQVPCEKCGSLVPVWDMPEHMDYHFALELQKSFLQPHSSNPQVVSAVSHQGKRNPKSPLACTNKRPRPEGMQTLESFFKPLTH
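Pol eta at 10 nM preincubated with compounds 15 min at room temperature; reaction started with fluorescent substrate (50 nM final) and read kinetically at 0 and 10 min.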
Glioma ERSR ind – qHTS for Inducers of the Endoplasmic Reticulum Stress Response (ERSR) in Human Glioma: qHTS | U87-MG GRP78 promoter luciferase reporter, 16 h | Potency, µM, inactives show top-dose activation, actives largely listed as activators | 0.02% of 420,000 active; also: potency is read from the fitted curve at half-maximal effect; series mostly up to about 76 µM; % of control where 0% means no effect; nearly all actives have a fitted effect of over 35% in size
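Stably transfected U87-MG human glioma cells carrying a GRP78-based luminescent sensor were seeded at 1000 cells/well, pin-dosed with compounds and incubated 16 h. Luciferase reagent was then added, and end-point luminescence was read after 10 min at room temperature.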
Starred values were filed as active, the others as inactive; & = joins results of further samples; [ ] = dose if it differs, or a comment. Unless noted, calls follow the shape of the dose curve; as a rule, active = well fitted curve in the direction sought with a large enough effect; inconclusive = small, poorly fitted or top-dose-only effect, or another doubt; inactive = no such curve, though single readings can be large; an effect the other way counts as inactive or inconclusive.

`CCOC(=O)C1C(=O)Nc2nc(C)nn2C1c1ccccc1` (stereo not given) gave Anesthetic bind -2%, LDHA inh -5, POLK inh -14%, APE1 inh -2%, POLB inh 4%, BLM inh 4%, Pol iota inh -2%, Pol eta inh -16% and Glioma ERSR ind -3%.
S=C1NC[C@H](Cc2cccc3ccccc23)N1CC1CCCCC1 was read as Anesthetic bind -6%, LDHA inh -5, POLK inh -2%, APE1 inh -2%, POLB inh -11%, BLM inh -12%, Pol iota inh -3%, Pol eta inh -14% and Glioma ERSR ind -1%.
For O=C(NCc1cccs1)C1CCCN(S(=O)(=O)c2cnc[nH]2)C1 (stereo not given) the results were Anesthetic bind 0%, LDHA inh -2, POLK inh 2%, APE1 inh -3%, POLB inh 32%, BLM inh 1%, Pol iota inh -9%, Pol eta inh -9% and Glioma ERSR ind -4%.
CCCCN(C)C(=O)C1CCCN(c2ncnc3onc(C)c23)C1 (stereo not given) was read as Anesthetic bind inconclusive, LDHA inh -8, POLK inh 4%, POLB inh 15%, BLM inh 2%, Pol iota inh 20%, Pol eta inh -12% and Glioma ERSR ind -4%.
For Cc1cc2oc(=O)cc(CN3CCc4ccccc43)c2cc1Cl the results were Anesthetic bind -13%, LDHA inh 6&1, POLK inh 1%, APE1 inh -3%, POLB inh 15%, BLM inh -9%, Pol iota inh 19%, Pol eta inh 8% and Glioma ERSR ind -2%.
COc1ccccc1C(=O)NCCC(=O)Nc1ccncc1 was read as LDHA inh -10, POLK inh -17%, APE1 inh -6%, Pol iota inh 11%, Pol eta inh -10% and Glioma ERSR ind -3%.
Screening O=C(NCC(=O)N1CCN(C/C=C/c2ccccc2)CC1)c1ccc(Br)cc1 returned LDHA inh -5, POLK inh -2%, APE1 inh 14%, Pol iota inh 2%, Pol eta inh -1% and Glioma ERSR ind -5%.
For CCN=C1S/C(=C/c2ccc(-c3ccc(Cl)cc3C(=O)O)o2)C(=O)N1CC the results were Anesthetic bind 0%, LDHA inh 0, POLK inh -18%, APE1 inh -8%, POLB inh 0%, BLM inh -13%, Pol iota inh -6%, Pol eta inh 35µM* and Glioma ERSR ind 0%.
For COC(=O)c1ccc(C(=O)OC)c(NC(=S)N2CCC(C)CC2)c1 the results were Anesthetic bind 47%[activator], LDHA inh 5, POLK inh -5%, APE1 inh -8%, POLB inh -14%, BLM inh -1%, Pol iota inh -16%, Pol eta inh -17% and Glioma ERSR ind 0%.
Screening COc1cc(C(=O)N/N=C(\C)c2ccc(NC(=O)Cc3ccccc3)cc2)ccc1O returned Anesthetic bind -12%, LDHA inh -12, POLK inh -6%, APE1 inh 13%, POLB inh -11%, BLM inh -8%, Pol iota inh 63%[activator], Pol eta inh -25% and Glioma ERSR ind 6%.
`CCCn1nnnc1NCc1ccccc1Cl` gave Anesthetic bind 27%, LDHA inh 2, POLK inh 9%, APE1 inh 41%, POLB inh 48%, BLM inh -1%, Pol iota inh 26%, Pol eta inh 10% and Glioma ERSR ind -2%.
CCN(c1ccc(NC(=O)COC(=O)C2CCN(c3ccc(C(F)(F)F)cn3)CC2)cc1)C(C)C was read as LDHA inh 2, POLK inh -10%, Pol iota inh -2%, Pol eta inh -19% and Glioma ERSR ind -2%.
`CCOc1cc(NC(=O)C2CC2)c(OCC)cc1NC(=O)c1cccnc1` gave Anesthetic bind -7%, APE1 inh 29%, POLB inh 17% and BLM inh -2%.
Screening CNC(=O)[C@@]1(Cc2ccccc2)C=C[C@@H](C)N1C(C)=O returned Anesthetic bind 8%, LDHA inh -3, POLK inh 1%, APE1 inh 1%, BLM inh 3%, Pol iota inh -6%, Pol eta inh -19% and Glioma ERSR ind 0%.
Screening O=C(NC1CCCCC1)c1cc(-c2ccccc2O)on1 returned Anesthetic bind 1%, LDHA inh -11, POLK inh -1%, APE1 inh -1%, POLB inh -21%, BLM inh -2%, Pol iota inh 39%[activator], Pol eta inh -3% and Glioma ERSR ind 3%.
For O=C(Nc1ccc(N2CCCC2=O)cc1)c1cccc(F)c1 the results were Anesthetic bind -5%, LDHA inh -9, POLK inh -1%[60.1 µM], APE1 inh -4%, POLB inh 29%, BLM inh -13%, Pol iota inh inconclusive, Pol eta inh 7% and Glioma ERSR ind 6%.
Cc1c(CC(=O)NCC(=O)NCC(=O)O)c(=O)oc2cc3c(cc12)CCC(C)(C)O3 was read as Anesthetic bind 0%, LDHA inh 0, POLK inh 14%, APE1 inh 5%, POLB inh 13%, BLM inh -1%, Pol iota inh 20%, Pol eta inh -3% and Glioma ERSR ind -1%.
`CC1CCc2c(sc3ncn(CC(=O)N4CCCCC4)c(=O)c23)C1` (stereo not given) gave Anesthetic bind -4%, LDHA inh 2, POLK inh 1%, APE1 inh 16%, POLB inh 20%, BLM inh 3%, Pol iota inh -18%, Pol eta inh 4% and Glioma ERSR ind -3%.
O=C(COc1ccccc1Cl)NCCC1=CCCCC1 was read as Anesthetic bind 4%, LDHA inh 3, POLK inh 0%, APE1 inh 17%, POLB inh 37%, BLM inh -2%, Pol iota inh -9%, Pol eta inh -23% and Glioma ERSR ind 2%.
`COc1cc(Cl)c(C)cc1NC(=O)C1CCCN(c2ncnc3onc(-c4ccc(F)cc4)c23)C1` (stereo not given) gave Anesthetic bind -11%, LDHA inh -8, POLK inh -7%, POLB inh 1%, BLM inh -2%, Pol iota inh 13%, Pol eta inh -10% and Glioma ERSR ind 0%.
Screening C/C(=C\C(=O)c1cccnc1)Nc1ccc(C(=O)O)cc1 returned Anesthetic bind -8%, LDHA inh 0, POLK inh -2%, APE1 inh -2%, POLB inh 1%, BLM inh 1%, Pol iota inh -9%, Pol eta inh -8% and Glioma ERSR ind -1%.
CC(NC(=O)/C(C#N)=C/c1cn[nH]c1-c1ccccc1)c1ccccc1 (stereo not given) was read as Anesthetic bind inconclusive, LDHA inh 0, POLK inh -10%, APE1 inh -3%, POLB inh 8%, BLM inh -14%, Pol iota inh 13%, Pol eta inh -7% and Glioma ERSR ind -3%.
`CCCCOC(=O)c1nnc(-c2ccc(Cl)cc2)o1` gave Anesthetic bind -12%, LDHA inh -8, POLK inh -12%, APE1 inh -10%, POLB inh inconclusive, BLM inh -6%, Pol iota inh 10%, Pol eta inh 7% and Glioma ERSR ind -9%.
S=C(S)OC1CC2CC1C1CCCC21 (stereo not given) was read as Anesthetic bind inconclusive, LDHA inh -16, POLK inh -24%, APE1 inh 2%&0%, POLB inh 11%[57.1 µM], Pol iota inh -19%, Pol eta inh -7% and Glioma ERSR ind 1%&-1%&-4%.
`Cc1c(CCOC(=O)C23CC4CC(CC(C)(C4)C2)C3)sc[n+]1CC(=O)c1ccccc1` gave Anesthetic bind -23%, LDHA inh -1, POLK inh -11%, APE1 inh 0%, POLB inh 22%, BLM inh -2%, Pol iota inh -5%, Pol eta inh -13% and Glioma ERSR ind -8%.
`Brc1ccc2c(c1)C(c1ccc(N3CCOCC3)cc1)=NNC(c1cccs1)=N2` gave Anesthetic bind -5%, LDHA inh 4, POLK inh -10%, APE1 inh -2%, POLB inh 2%, BLM inh -8%, Pol iota inh 13%, Pol eta inh -9% and Glioma ERSR ind 32µM*.
Cc1nc2sccn2c(=O)c1S(=O)(=O)Nc1cc(C(F)(F)F)ccc1Cl was read as Anesthetic bind -11%, LDHA inh -6, POLK inh -20%, POLB inh 3%, BLM inh -2%, Pol iota inh 14%, Pol eta inh -16% and Glioma ERSR ind -3%.
Screening COc1ccccc1NS(=O)(=O)c1ccc(C)c(C(=O)NCC(c2ccco2)N(C)C)c1 (stereo not given) returned LDHA inh -9, POLK inh -8%, APE1 inh -6%, Pol iota inh 6%, Pol eta inh -13% and Glioma ERSR ind -5%.
Screening COc1ccc(NC(=O)c2cccc(S(=O)(=O)N3CCCCC3)c2)c(OC)c1 returned Anesthetic bind -1%, LDHA inh -10, POLK inh -7%, APE1 inh 9%, POLB inh 22%, BLM inh -3%, Pol iota inh 34%[activator], Pol eta inh -12% and Glioma ERSR ind -5%.
COc1cccc(OCc2cc(C3Nc4ccccc4C(=O)N3c3ccccc3)ccc2OC)c1 (stereo not given) was read as LDHA inh 1, POLK inh 9%, Pol iota inh 26% and Glioma ERSR ind -2%.
For COc1ccc(CC(=O)NCc2nc3cccnc3n2Cc2ccc(C)cc2)cc1 the results were Anesthetic bind -5%, LDHA inh -6, POLK inh -6%[60.1 µM], POLB inh 7%, BLM inh -1%, Pol iota inh -4%, Pol eta inh -18% and Glioma ERSR ind -3%.
For C=CCn1c(O)c(C2=c3ccccc3=NC2=O)s/c1=N/c1nccs1 the results were Anesthetic bind -22%, LDHA inh -4, POLK inh -4%, APE1 inh -2%, POLB inh 0%, BLM inh -7%, Pol iota inh 23%, Pol eta inh -8% and Glioma ERSR ind -1%.
For CCc1ccc(OCCNC(=O)c2ccccc2SCc2ccccc2)cc1 the results were Anesthetic bind 13%, LDHA inh 2, POLK inh -7%, APE1 inh -5%, POLB inh -4%, BLM inh -11%, Pol iota inh 48%[activator], Pol eta inh inconclusive and Glioma ERSR ind 2%.
For CN(Cc1cccs1)C(=O)CCNS(=O)(=O)c1ccc(Br)cc1 the results were LDHA inh -8, POLK inh -7%, APE1 inh 1%, Pol iota inh 26%, Pol eta inh -23% and Glioma ERSR ind -3%.

Screening data as filed in PubChem.

Not all compounds are listed; rates above refer to the full screens.
